# MEP2 TOR yeast = modulators of TOR pathway MEP2-GFP in S. cerevisiae; S. cerevisiae MEP2-GFP strain, flow cytometry GFP, 3 h; 100% = DMSO control level; GFP response vs DMSO, % at 10 µM; 330,000 compounds, 0.51% hits;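 active = GFP response versus DMSO above a set limit, roughly screen mean plus 3 SD, cut at about 180% in these data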;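 also: median GFP fluorescence of the barcode-gated MEP2-GFP cells per well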
# GRK2 aptamer HTS = blocks RNA aptamer binding to human GRK2. inhibition of aptamer binding, % at 10 µM. AID 488847. bead flow cytometry, FAM-aptamer displacement from GRK2. 330,000 compounds, 0.59% hits;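 active = inhibition of aptamer binding above 40%, roughly 3 SD of noise, on plates passing a quality check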;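 also: median bead fluorescence of bound FAM aptamer so fluorescent compounds give negative values; no value below 0 was filed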
# LAP4-GFP MLPCN = yeast TOR pathway LAP4-GFP modulation | S. cerevisiae LAP4-GFP multiplex, flow cytometry GFP, 3 h; median GFP as percent of DMSO wells | GFP response vs DMSO, % at 10 µM | 320,000 compounds, 0.34% hits | AID 2023;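 active = GFP response vs DMSO above a set limit, about the screen mean plus 3 SD, cut at about 150% in these data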
# RPL19A-GFP yeast = yeast TOR pathway RPL19A-GFP modulation. S. cerevisiae RPL19A-GFP strain, flow cytometry, 3 h; hits give low values. percent response vs DMSO, % at 10 µM. 330,000 compounds, 0.3% hits;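 active = percent response vs DMSO below 50%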;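 also: median channel GFP fluorescence of the barcoded RPL19A-GFP strain; ratio of sample median GFP to plate DMSO average so 100% = DMSO; lower means less RPL19A-GFP as with rapamycin TOR inhibition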
# AGP1-GFP MLPCN = yeast TOR pathway AGP1-GFP modulation; S. cerevisiae AGP1-GFP multiplex flow cytometry, 3 h; GFP as percent of DMSO wells; GFP response vs DMSO, % at 10 µM; 320,000 compounds, 0.02% hits; AID 2066;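 active = GFP response relative to DMSO above a set limit, near screen average plus 3 SD, cut at about 150% in these data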;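 also: median GFP channel fluorescence of the gated AGP1 strain per well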
# VLA-4 inh = inhibition in a human VLA-4 binding assay | P13612 | VLA-4 expressing cells, ligand binding flow cytometry | inhibition, % (about 7 µM as worked out from the volumes in the protocol) | 330,000 compounds, 0.2% hits | AID 2557; in the data active = inhibition above about 50%
# Target sequence (P13612 whole entry, looked up): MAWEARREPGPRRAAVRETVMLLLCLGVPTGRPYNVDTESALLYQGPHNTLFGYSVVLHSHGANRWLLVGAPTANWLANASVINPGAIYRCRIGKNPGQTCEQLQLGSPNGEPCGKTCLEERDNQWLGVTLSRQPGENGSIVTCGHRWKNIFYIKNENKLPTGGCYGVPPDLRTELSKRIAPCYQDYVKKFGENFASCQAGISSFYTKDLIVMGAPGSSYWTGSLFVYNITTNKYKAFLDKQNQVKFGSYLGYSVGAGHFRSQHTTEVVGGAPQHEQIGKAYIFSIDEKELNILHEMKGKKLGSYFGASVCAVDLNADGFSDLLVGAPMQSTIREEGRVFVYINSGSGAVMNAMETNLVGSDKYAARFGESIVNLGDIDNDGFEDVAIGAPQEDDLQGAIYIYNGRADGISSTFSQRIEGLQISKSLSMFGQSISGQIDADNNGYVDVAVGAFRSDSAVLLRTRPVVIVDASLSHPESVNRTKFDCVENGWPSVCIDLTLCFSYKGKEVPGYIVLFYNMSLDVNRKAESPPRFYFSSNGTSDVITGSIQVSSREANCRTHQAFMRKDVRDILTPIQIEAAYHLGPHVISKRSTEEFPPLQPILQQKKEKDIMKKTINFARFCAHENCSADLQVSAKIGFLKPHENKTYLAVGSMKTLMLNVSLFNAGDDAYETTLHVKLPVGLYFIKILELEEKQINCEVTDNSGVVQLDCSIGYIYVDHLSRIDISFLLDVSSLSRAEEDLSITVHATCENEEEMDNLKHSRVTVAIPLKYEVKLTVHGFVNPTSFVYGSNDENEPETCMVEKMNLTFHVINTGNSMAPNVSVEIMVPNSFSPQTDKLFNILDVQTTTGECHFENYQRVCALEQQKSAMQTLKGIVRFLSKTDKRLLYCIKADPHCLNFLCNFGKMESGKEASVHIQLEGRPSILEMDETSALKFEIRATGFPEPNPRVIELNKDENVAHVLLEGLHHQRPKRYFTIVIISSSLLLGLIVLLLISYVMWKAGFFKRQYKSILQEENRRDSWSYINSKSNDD
# CIT2-GFP yeast = modulators of TOR pathway CIT2-GFP in S. cerevisiae; S. cerevisiae CIT2-GFP strain, flow cytometry, 3 h; 100 means same as DMSO wells; GFP response vs DMSO, % at 10 µM; 320,000 compounds, 0.065% hits; AID 2029;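 active = GFP response relative to DMSO above a set limit, near the screen mean plus 3 SD, cut at about 150% in these data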;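 also: ratio of well median GFP fluorescence to mean of DMSO wells on the plate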
# Yeast superoxide = lowers age-related superoxide in aged yeast cells; S. cerevisiae aged cells, superoxide DHE fluorescence; hits give low values; AID 2690; superoxide response (% of plate mean), % at 10 µM; 330,000 compounds, 0.18% hits;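 active = superoxide response under a set limit, about three screen SD below normal, cut at about 65% in these data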;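 also: yeast aged for seven days with compound at 30 °C before DHE staining; 100% = average MFI of all compound-treated wells on the plate with controls excluded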
# Active calls of the source: *; i = inactive; . = no result given.
molecule,CIT2-GFP yeast,MEP2 TOR yeast,Yeast superoxide,VLA-4 inh,GRK2 aptamer HTS,RPL19A-GFP yeast,LAP4-GFP MLPCN,AGP1-GFP MLPCN
CCC12CN(C(=O)c3ccco3)CC(CC)(CN(C(=O)c3ccco3)C1)C2=O,.,94.2,106.6,2.6,0.0,109.5,82.8,92.7
Cc1ccc(OCCNCC(O)COc2ccccc2)cc1 (stereo not drawn),94.2,84.2,103.0,2.9,10.0,91.2,83.8,93.5
CCC(C)NCC(O)COCc1ccc(Cl)cc1 (stereo not drawn),95.2,107.3,103.7,6.8,0.0,103.4,95.4,106.2
CCOC(=O)C(CCCOc1ccccc1)C(=O)OCC,101.9,104.8,104.0,-1.7,0.0,100.1,98.9,98.6
O=C(Nc1ccccc1C(F)(F)F)c1ccc(CN2CCC(Cc3ccccc3)CC2)cc1,100.4,96.9,97.1,-4.7,7.0,97.4,104.8,99.5
O=C(CSc1nnc(-c2cccc(F)c2)o1)N1CCCC1,104.4,108.1,80.2,2.2,2.0,106.4,100.2,103.6
COc1ccc(N2C(C)=CS/C2=C(/C#N)c2nnc(N3CCOCC3)n2-c2ccccc2)cc1,99.3,96.5,88.8,6.3,1.0,96.2,97.2,98.5
Cc1nn(CC(=O)NCCCN2CCCCC2C)c(=O)c2cccn12 (stereo not drawn),108.4,104.8,102.1,23.8,4.0,101.0,104.2,107.3
COc1cccc(OCc2nnc(SC)n2C)c1,100.6,94.0,95.9,-11.4,5.0,104.2,87.0,106.0
O=C(Nc1ncn[nH]1)c1c(Cl)ccc(Cl)c1Cl,81.0,99.0,86.4,-2.1,0.0,95.5,95.4,103.6
CC(=O)Nc1cccc(C(=O)NCCc2ccco2)c1,102.6,110.5,100.2,-7.8,0.0,97.7,107.5,99.6
O=C(NCc1ccccc1)C1=C[C@@H](C2CC2)C[C@@H](OCCCCO)O1,91.2,102.1,112.8,33.6,3.0,98.3,96.0,95.6
N#Cc1ccc(CN2CCN(C(=O)c3cn(Cc4ccccc4)nc3-c3cccnc3)CC2)cc1,105.5,94.9,83.7,-5.3,2.0,97.8,99.2,98.5
O=C(Nc1nc2cc3c(cc2s1)OCCO3)c1ccc(N2C(=O)CCC2=O)cc1,108.9,107.9,98.9,8.1,1.0,107.6,100.7,108.6
Oc1c(Cl)cc(Cl)cc1Sc1cc(Cl)cc(Cl)c1O,68.5,93.7,91.8,9.4,0.0,95.3,144.8,72.2
Nc1nc(SCC(=O)Nc2ccc(Cl)cc2C(F)(F)F)n[nH]1,106.6,107.0,100.6,9.6,1.0,94.6,107.2,108.4
CCc1ccc(NC(=O)c2sc3nc(C)nc(N4CCN(c5ccccn5)CC4)c3c2C)cc1,89.0,100.8,98.0,-14.5,0.0,100.0,91.9,93.5
O=C(CC1CS(=O)(=O)CC1CC(=O)Nc1ccc2c(c1)OCCO2)Nc1ccc2c(c1)OCCO2 (stereo not drawn),102.3,92.9,113.0,-3.0,0.0,101.5,92.7,103.0
CCCCNC(=O)CSc1ccc(S(=O)(=O)N2CCOCC2)cn1,85.3,92.8,99.6,-3.8,3.0,93.6,102.1,94.5
Nc1c(C(=O)NCc2ccc(F)cc2)c2nc3ccccc3nc2n1CCCN1CCOCC1,101.7,111.8,108.5,17.5,2.0,102.4,98.3,109.5
CS(=O)(=O)N(CC(=O)NC1CCCCCC1)Cc1ccc(Cl)cc1,112.5,108.3,89.2,16.6,0.0,102.0,107.0,109.2
COCCN(Cc1ccco1)C(=O)C1CCCN(c2ncnc3c2nc2n3CCCCC2)C1 (stereo not drawn),99.5,86.2,98.3,-10.3,1.0,94.8,87.2,95.6
COc1ccc(NC(=O)CCc2nnc3ccc(NCc4ccco4)nn23)cc1OC,112.0,110.6,84.0,1.8,0.0,109.1,114.9,119.4
CCN(c1ccccc1)S(=O)(=O)c1ccc(Cl)c(C(=O)OCC(=O)c2[nH]c(C)c(C(C)=O)c2C)c1,84.4,92.6,110.3,2.8,0.0,100.7,81.0,85.7
S=c1[nH]c2ccc3ccccc3c2[nH]1,97.8,98.0,100.8,4.2,0.0,101.8,91.7,91.3
COc1ccc(CC(=O)OCC(=O)Nc2cccc(Br)c2)cc1,99.2,99.0,87.8,8.6,1.0,103.0,99.7,95.2
CCOC(=O)c1c(N)sc(C(=O)N(C)C)c1C,108.8,109.5,89.3,13.8,0.0,106.2,108.9,107.3
C#CCOCCOCCOCCNc1nc(N2CCN(C(=O)[C@H](CCC(=O)O)n3cc(C(N)Cc4ccc(O)cc4)nn3)CC2)nc(N2CCN(C(=O)[C@H](CCC(=O)O)n3cc(C(N)CC(C)C)nn3)CC2)n1 (stereo partly drawn),95.4,102.5,103.0,29.0,3.0,101.1,94.1,98.3
CC(=O)NS(=O)(=O)c1ccc(N=NN2CCCCCC2)cc1,97.1,102.7,103.2,-1.1,1.0,92.9,102.3,97.2
Cc1ccc(C(=O)NC2CCN(S(=O)(=O)c3ccc(C)cc3)CC2)cc1,99.0,101.0,94.2,3.6,7.0,100.8,100.7,99.9

# In another format: entries from further up.
> Nc1nc(SCC(=O)Nc2ccc(Cl)cc2C(F)(F)F)n[nH]1
  CIT2-GFP yeast = 106.6	MEP2 TOR yeast = 107.0	Yeast superoxide = 100.6	VLA-4 inh = 9.6	GRK2 aptamer HTS = 1.0	RPL19A-GFP yeast = 94.6	LAP4-GFP MLPCN = 107.2	AGP1-GFP MLPCN = 108.4

> CCc1ccc(NC(=O)c2sc3nc(C)nc(N4CCN(c5ccccn5)CC4)c3c2C)cc1
  CIT2-GFP yeast = 89.0	MEP2 TOR yeast = 100.8	Yeast superoxide = 98.0	VLA-4 inh = -14.5	GRK2 aptamer HTS = 0.0	RPL19A-GFP yeast = 100.0	LAP4-GFP MLPCN = 91.9	AGP1-GFP MLPCN = 93.5

> O=C(CC1CS(=O)(=O)CC1CC(=O)Nc1ccc2c(c1)OCCO2)Nc1ccc2c(c1)OCCO2 (stereo not drawn)
  CIT2-GFP yeast = 102.3	MEP2 TOR yeast = 92.9	Yeast superoxide = 113.0	VLA-4 inh = -3.0	GRK2 aptamer HTS = 0.0	RPL19A-GFP yeast = 101.5	LAP4-GFP MLPCN = 92.7	AGP1-GFP MLPCN = 103.0

# New compounds follow.
molecule,CIT2-GFP yeast,MEP2 TOR yeast,Yeast superoxide,VLA-4 inh,GRK2 aptamer HTS,RPL19A-GFP yeast,LAP4-GFP MLPCN,AGP1-GFP MLPCN
CCOC(=O)C1(C)NC(c2ccc(OC)cc2OC)C2C(=O)N(c3cccc(OC)c3)C(=O)C21 (stereo not drawn),90.7,97.2,95.8,6.9,1.0,98.7,96.9,97.2
CCCCOC(=O)c1ccc(NC(=O)CN2C(=O)NC3(CCCCCC3)C2=O)cc1,95.0,93.0,87.6,-25.0,2.0,98.4,96.7,98.0
CCOc1ccc(CCNC(=O)c2nnc(CS(=O)(=O)c3ccccc3)o2)cc1OCC,105.5,101.6,93.9,-2.1,1.0,101.0,99.7,105.7
NC(=O)c1c(Nc2nc3c(F)cccc3s2)sc2c1CCCC2,90.7,108.3,105.3,-147.2,3.0,104.1,98.4,88.7
Cn1nc(-c2ccc(Cl)cc2)cc1NC(=O)CSCC(=O)O,101.1,97.9,104.6,7.8,1.0,95.5,106.1,106.9
Cc1cc(N/N=C/c2ccccc2O)nc(-c2ccccc2O)n1,88.1,114.5,88.0,11.3,0.0,102.5,95.4,88.8
FC(F)(F)c1ccccc1NC(=S)N1CCN(c2ncccn2)CC1,85.0,90.7,105.3,12.8,0.0,88.5,88.5,87.2
Cc1cc(C)cc(NC(=O)C(OC(=O)c2ccc(O)cc2)c2ccccc2)c1 (stereo not drawn),89.1,98.2,99.2,0.8,0.0,93.8,101.6,99.0
O=C(NCc1cccnc1)c1ccccc1-c1ccccc1,104.3,97.1,89.3,12.9,0.0,98.1,94.0,102.5
CCc1ccc(O)c(N=Cc2cccc(C)c2O)c1,102.2,102.1,90.9,-77.3,2.0,100.8,100.5,96.5
Nc1ccc(-c2nc3ccc(N)cc3o2)cc1,95.9,99.7,101.5,0.8,0.0,97.0,89.0,101.5
COC(=O)c1cc(-c2ccccc2)n(CCN)c1C,98.2,106.1,101.6,19.7,0.0,100.5,97.6,105.8
Cc1cccc(NC2=NC3(CCCCC3)N=C(N)N2)c1C,105.1,102.7,86.7,1.4,0.0,101.3,105.6,106.8
CCCCn1c(N)c(-c2nc3ccccc3o2)c2c([N+](=O)[O-])nn(CC)c(=O)c21,100.0,119.1,87.8,0.0,0.0,101.7,106.0,96.9
NC(=S)NNC(=O)COc1ccccc1O,100.7,99.5,100.3,3.9,0.0,100.2,111.7,104.8
CN(CC(=O)N1CCN(c2ccccn2)CC1)S(=O)(=O)c1ccccc1,105.5,87.1,106.6,-16.8,1.0,93.9,89.3,96.2
CC(C)(C)OC(=O)N1CCCC(C(=O)Nc2cccc(C(=O)N3CCCC3)c2)C1 (stereo not drawn),84.9,91.6,98.0,-7.9,0.0,98.1,85.1,90.6
CCCCn1c(N)c(N(CCOC)C(=O)COC(=O)COc2cccc(C(C)=O)c2)c(=O)[nH]c1=O,103.6,102.3,112.8,0.5,0.0,102.3,102.0,110.8
CC(=O)N(CCC(c1ccco1)C(C)C)Cc1ccc(OC(C)C)cc1 (stereo not drawn),101.4,93.8,77.6,2.3,0.0,99.6,108.3,108.1
O=C(CN(Cc1cccs1)C(=O)CCC(=O)Nc1ccccn1)NCc1ccccc1,95.6,106.2,89.0,-10.4,0.0,98.4,100.8,97.9
O=C(O)C[C@H]1c2cc(C(F)(F)F)ccc2S(=O)(=O)N1C1CCN(Cc2ccccc2)CC1,105.3,103.0,100.6,-5.7,0.0,96.3,95.2,102.1
CN(Cc1ccccc1)C(=O)c1nc2ccccn2c1CNCCCOc1cccnc1,90.5,98.6,102.3,-4.1,1.0,93.7,97.1,99.0
CCC1(c2ccccc2)NC(=O)N(CC(=O)N(CC(=O)Nc2ccccc2C(F)(F)F)Cc2ccco2)C1=O (stereo not drawn),108.5,102.4,100.0,1.8,3.0,97.6,105.9,104.2
Cc1cccc(Nc2c([N+](=O)[O-])c(=O)oc3ccccc23)c1,85.3,94.6,110.6,-0.9,1.0,87.0,104.3,96.3
Cc1nc(C)c(-c2ccn(S(=O)(=O)c3ccc(Cl)cc3)n2)o1,99.2,98.4,89.5,-0.9,2.0,99.2,119.5,108.1
Cc1ccc2[nH]c(C)c(/C=C/c3cc[n+](C)cc3)c2c1,223.5*,344.1*,104.2,i,0.0,124.2,208.6*,110.0
O=C(c1cn(-c2ccccc2)nc1-c1cccc(Br)c1)N1CCOCC1,96.9,94.2,90.5,4.5,2.0,103.0,115.2,99.2
Cc1ccc(C)n1CCN1CCN(C(=O)CSc2nc3ccccc3nc2N2CCOCC2)CC1,100.1,99.6,115.6,11.2,0.0,102.3,102.7,99.3
N=C1/C(=C\c2ccc(OC(=O)c3ccc(F)cc3)cc2)C(=O)N=C2SC(N3CCOCC3)=NN12,98.4,100.9,109.5,-95.6,5.0,97.8,96.3,96.8
CC(=O)NS(=O)(=O)c1ccc(NC(=O)c2ccc(Br)o2)cc1,85.5,94.1,81.3,0.6,0.0,95.9,88.2,89.4
COc1ccccc1NC(=O)c1ccc(NC(=O)CSc2ncn[nH]2)cc1,96.6,106.3,100.6,26.4,1.0,102.9,105.7,97.7
COc1ccccc1NC(=O)c1oc2ccccc2c1NC(=O)c1ccco1,97.9,99.5,117.1,-4.4,3.0,102.8,102.1,102.0
COc1ccc(C2C3=C(CC(C)(C)CC3=O)Oc3ncn4nc(-c5cccnc5)nc4c32)cc1 (stereo not drawn),109.8,99.2,109.5,2.0,0.0,98.9,93.5,101.0
CCCn1c(SCC(=O)Nc2c(C)cccc2CC)nnc1C(C)C,99.6,91.7,93.0,11.5,1.0,98.0,97.2,101.0
CCOc1cc(C=O)cc(Br)c1OCC(=O)NCCc1ccccc1,103.8,99.6,96.5,3.2,0.0,103.7,88.1,98.0

# Screens deposited in PubChem by NMMLSC.

# Random draw from the library; any-hit rate near 1.7%.
